TAG inh: reduces triacylglycerol accumulation in H9c2 cells | Nile Red lipid (TAG) fluorescence; cells loaded with 200 µM oleic acid | inhibition, % at 12.5 µM | 0.66% of 230,000 active;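 active = pattern-corrected inhibition of lipid staining of at least 50% with the nuclear-stain viability signal not falling by more than 50%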;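 also: 0% = DMSO wells and 100% = triacsin C control wells; some results filed as inactive read as strong as hits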
TAG inh DAPI viability: recorded beside TAG inh, whose call it bears; DAPI nuclei signal change (viability), lower = more cytotoxic, %;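 whole-well DAPI fluorescence read on a plate reader as a viability signal; minus 50 percent equals half of cells still viable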
An asterisk follows results filed as active.

SMILES	TAG inh	TAG inh DAPI viability
COc1ccc2cc(-c3[nH]ncc3CN3CCCC3c3nonc3C)ccc2c1 (configuration not stated)	13	-1
CCN1C(=O)CCCc2ccccc21	-7	0
COc1cc2ccccc2cc1C(=O)NC1CCCCC1	-16	7
Cc1cc(C)cc(C(=O)N(Cc2ccco2)c2c(N)n(Cc3ccccc3)c(=O)[nH]c2=O)c1	9	4
C[N+](C)(CCOc1ccccc1)Cc1ccccc1	-1	-7
Cc1csc(=O)n1CC(=O)OCC(=O)NCc1ccccc1	1	-2
O=C(O)c1ccc(CSc2nnc(-c3ccncc3)n2CC2CCCO2)cc1 (configuration not stated)	-21	14
O=C(CNC(=O)c1ccc(Br)o1)NNC(=O)c1ccccc1O	2	-4
c1ccc(CCN2CN=C(Nc3nc4ccccc4s3)NC2)cc1	-5	10
Cc1noc(C)c1C(=O)OCC(=O)C12CC3CC(CC(C3)C1)C2	2	-3
CC(=O)c1ccc(N2CCN(C(=O)c3n[nH]c4ccccc34)CC2)cc1	-32	1
COc1ccc(NC(=S)N2CCCC2)c(OC)c1	-7	2
COc1cc(C(=O)NCc2nnc(SCC(=O)N3CCC(C)CC3)o2)cc(OC)c1OC	-6	3
Cc1ccc(C)c(OCC(=O)NCC(C)C)c1C	-5	2
O=C(O)CCCC(=O)Nc1ccc(N=Nc2ccccc2)cc1	-4	-5
C#CCN(C[C@@H]1[C@@H](OC(=O)Nc2cccs2)[C@@H](OC(=O)Nc2cccs2)Cn2c(=O)n(CCCCCC)c(=O)n21)S(=O)(=O)c1ccc(C)cc1	6	-8
CC(C)NC(=O)CSc1nnc(-c2ccc3ncccc3c2)n1C	-6	1
CC(C)N(Cc1nnc(-c2ccc(Cl)cc2)o1)C(=O)C1=COCCO1	-4	-4
O=C(COC(=O)C1CCCN1C(=O)c1cccs1)Nc1ccc2c(c1)OCO2 (configuration not stated)	-14	-8
COc1ccc(/C=N/Nc2nc(-c3ccc(C)cc3)c(NC(C)=O)s2)cc1OC	6	-2
COC(=O)N/N=C1/C/C(=N\NC(=O)OC)c2ccccc21	-3	1
CCCCSc1nc(C)cc(SCC(=O)N/N=C/c2cccc(OC)c2O)n1	10	-11
O=C(/C=C/c1ccccc1)Oc1cccc2cccnc12	50*	-20*
C=C(C)CNC(=S)Nc1ccc(S(=O)(=O)Nc2cnc3ccccc3n2)cc1	-7	-5
CCN(CCO)Cc1csc2cccc(Br)c12	4	5
CC(C)(CC1(C)NC(=O)NC1=O)OCc1ccccc1 (configuration not stated)	-6	10
COc1cc(OC)cc(-c2c(C#Cc3ccsc3)c3cc(-c4cc(F)cc(F)c4)ccc3n2C)c1	-1	-1
COC(=O)[C@@]1(Cc2ccccc2)[C@H]2C(=O)N(C)C(=O)[C@H]2[C@H]2CN=C(SC)N21	-12	-2
CSc1ccc(CN2CCC(C(=O)NCc3ccc(C)cc3)CC2)cc1	1	6
O=C(O)C1CCCCC1C(=O)Nc1nc(-c2ccc(Cl)s2)cs1 (configuration not stated)	4	6
COc1ccc(C(=O)COC(=O)CN2C(=O)NC3(CC(C)CC(C)(C)C3)C2=O)c(OC)c1 (configuration not stated)	-8	1
Cc1cc(O)cc(=O)n1C	10	-6
Cc1[nH]c2ccccc2c1C(=O)COC(=O)c1ccc2c(=O)n3c(nc2c1)CCC3	9	12
Cc1cc(C(=O)N(Cc2nnc(-c3ccc(Cl)cc3)o2)C(C)C)c2ccccc2n1	23	-4
CC(O)CNC(=S)Nc1ccccc1 (configuration not stated)	-8	12
COC(=O)c1ccc(COc2cccn3c(N(C)C(=O)CCC4CCCC4)c(C)nc23)cc1	-10	-7
Cc1cccc(NS(=O)(=O)c2c(C)noc2C)c1	-13	4
Cc1ccc(S(=O)(=O)Nc2c(C)n(C)n(-c3ccccc3)c2=O)cc1C(=O)OCC(=O)N1CCCC(C)C1 (configuration not stated)	27	-7
Cc1ccc(S(=O)(=O)N2CCC(C(=O)N(C)C3CCS(=O)(=O)C3)CC2)cc1 (configuration not stated)	-28	11
NNC(=O)Cn1c2ccccc2c2ccccc21	4	3
O=C(Nc1ccc2c(c1)OCCO2)c1c[nH]c(=O)n(-c2ccc(F)c(Cl)c2)c1=O	3	2
Cc1nc([N+](=O)[O-])cn1CC(O)c1ccc(F)cc1 (configuration not stated)	-6	8
CCC(NC(=O)c1cncc(Br)c1)c1ccccc1 (configuration not stated)	-4	4
COc1ccc(-c2sc3ccc(OC)cc3c2C#Cc2ccccn2)cc1	13	6
CC1(C(=O)NS(=O)(=O)c2cccc(OC(F)F)c2)CCN1C(=O)c1ccccc1 (configuration not stated)	9	-1
Cc1cccc(NC2=NCC(=O)N2CCc2ccccc2)c1	5	-11
Cc1ccccc1-c1ccc(=O)n(CC(=O)Nc2ccc(-n3cnnn3)cc2)n1	-10	5
CCN1C(=O)Nc2cccc3cccc1c23	28	-10
CN(C)C(=O)C[n+]1ccc(/C=N/O)cc1	-4	4
NC(CCC(=O)NC(CS)C(=O)NCC(=O)O)C(=O)O (configuration not stated)	-6	-3
(next part)
SMILES	TAG inh	TAG inh DAPI viability
COC(=O)C1=C(C)N(CCc2ccccc2)C(=O)C1	-19	-2
COc1ccc(C(=O)c2c(-c3cccc(C)c3)oc3ccc(N4CCOCC4)cc23)cn1	14	-2
O=C(CSc1cn(CC(=O)N2CCCC2)c2ccccc12)NCC1CCCO1 (configuration not stated)	8	9
CCN(C(=O)c1cc2cccc(OC)c2oc1=O)C1CCCCC1	16	-8
O=C(Nc1ccc(N2CCN(Cc3ccccc3)CC2)cc1)c1ccccc1[N+](=O)[O-]	5	-3
O=C(NCCC1=CCCCC1)C1CC(=O)N(Cc2ccccc2)C1 (configuration not stated)	3	4
COc1ccc(C(=O)Nc2ccc(S(=O)(=O)NCc3ccco3)cc2)cc1OC	0	-9
CCC(=O)c1ccc(OCC(=O)Nc2nc(-c3cccnc3)cs2)cc1	-5	7
Cc1ccc(S(=O)(=O)NCCC(=O)OCC(=O)N2CCCC2=O)cc1	0	-2
COc1ccc(S(=O)(=O)N2CCOCC2)cc1NC(=O)COC(=O)c1ccc([N+](=O)[O-])s1	-18	12
CC1CN(C(=O)c2cc3cc([N+](=O)[O-])ccc3oc2=O)CC(C)O1 (configuration not stated)	-1	-3
O=C(OC(C(=O)NC1CCCCC1)c1ccccn1)c1cccs1 (configuration not stated)	0	-7
Cc1cccc(CSC2=NCCN2C(=O)C2CC2)c1	-3	2
CCOC(=O)c1ccc(NC(=O)CCOc2ccc(C)cc2)cc1	32	-6
CCc1cccc(NS(=O)(=O)c2ccc3c(c2)NC(=O)CC(=O)N3)c1	-13	-1
O=C(NCCN1CCOCC1)C(Sc1ccccc1)c1ccccc1 (configuration not stated)	-4	-3
COCCCNC(=S)NNC(=O)c1csc(C)n1	0	2
N=C1C(c2nc3ccccc3[nH]2)=C(O)CN1c1ccc(F)cc1	-6	3
Cc1ccc(-c2noc(-c3ccccc3F)n2)cc1	6	2
COc1ccccc1C(=O)NCCC(=O)N(C)Cc1ccc(C)o1	0	7
O=c1cc(-c2ccc(O)cc2)oc2ccc3ccccc3c12	13	8
COc1ccc(NC(=O)CN(C)CC(=O)NCc2ccc(C)cc2)cc1	-9	4
COc1cc(OC)cc(C(=O)NCC(=O)OC2CCCCC2=O)c1 (configuration not stated)	10	-6
Cc1ccc(C(=O)Nc2ccc3c(c2)ncn3C)cc1	11	-7
COc1ccc(C(=O)C(C)OC(=O)c2cccc(S(=O)(=O)Nc3c(C)n(C)n(-c4ccccc4)c3=O)c2)cc1 (configuration not stated)	-2	10
Cc1ccc2c(CC(=O)N3CCN(S(=O)(=O)c4ccccc4)CC3)coc2c1	17	-3
COC(=O)c1sccc1NC(=O)c1ccncc1	0	8
COc1ccc(-n2nc(C(=O)NCC(=O)NCC3COc4ccccc4O3)c3ccccc3c2=O)cc1OC (configuration not stated)	2	1
Cc1ccc(SCC(=O)Nc2cccnc2)cc1	2	-1
Cc1cc(CN(C)C(=O)CC2C(=O)NCCN2CC(c2ccccc2)c2ccccc2)on1 (configuration not stated)	9	-10

22 structures already listed, arranged by formula weight, low to high.
SMILES	TAG inh	TAG inh DAPI viability
Cc1ccc(-c2noc(-c3ccccc3F)n2)cc1	6	2
Cc1ccc(SCC(=O)Nc2cccnc2)cc1	2	-1
COC(=O)c1sccc1NC(=O)c1ccncc1	0	8
Cc1ccc(C(=O)Nc2ccc3c(c2)ncn3C)cc1	11	-7
Cc1cccc(CSC2=NCCN2C(=O)C2CC2)c1	-3	2
COCCCNC(=S)NNC(=O)c1csc(C)n1	0	2
N=C1C(c2nc3ccccc3[nH]2)=C(O)CN1c1ccc(F)cc1	-6	3
O=C(NCCC1=CCCCC1)C1CC(=O)N(Cc2ccccc2)C1 (configuration not stated)	3	4
CCOC(=O)c1ccc(NC(=O)CCOc2ccc(C)cc2)cc1	32	-6
CC1CN(C(=O)c2cc3cc([N+](=O)[O-])ccc3oc2=O)CC(C)O1 (configuration not stated)	-1	-3
COc1cc(OC)cc(C(=O)NCC(=O)OC2CCCCC2=O)c1 (configuration not stated)	10	-6
O=C(OC(C(=O)NC1CCCCC1)c1ccccn1)c1cccs1 (configuration not stated)	0	-7
COc1ccc(NC(=O)CN(C)CC(=O)NCc2ccc(C)cc2)cc1	-9	4
O=C(NCCN1CCOCC1)C(Sc1ccccc1)c1ccccc1 (configuration not stated)	-4	-3
CCc1cccc(NS(=O)(=O)c2ccc3c(c2)NC(=O)CC(=O)N3)c1	-13	-1
CCC(=O)c1ccc(OCC(=O)Nc2nc(-c3cccnc3)cs2)cc1	-5	7
Cc1ccc(S(=O)(=O)NCCC(=O)OCC(=O)N2CCCC2=O)cc1	0	-2
Cc1ccc2c(CC(=O)N3CCN(S(=O)(=O)c4ccccc4)CC3)coc2c1	17	-3
Cc1cc(CN(C)C(=O)CC2C(=O)NCCN2CC(c2ccccc2)c2ccccc2)on1 (configuration not stated)	9	-10
COc1ccc(S(=O)(=O)N2CCOCC2)cc1NC(=O)COC(=O)c1ccc([N+](=O)[O-])s1	-18	12
COc1ccc(-n2nc(C(=O)NCC(=O)NCC3COc4ccccc4O3)c3ccccc3c2=O)cc1OC (configuration not stated)	2	1
COc1ccc(C(=O)C(C)OC(=O)c2cccc(S(=O)(=O)Nc3c(C)n(C)n(-c4ccccc4)c3=O)c2)cc1 (configuration not stated)	-2	10

Next section
SMILES	TAG inh	TAG inh DAPI viability
CCn1c2ccccc2c2cc(NC(=O)CSc3nccc(=O)[nH]3)ccc21	6	-1
COc1ccc2c(c1OC)C(=O)N1c3ccccc3SC21 (configuration not stated)	-18	7
O=C(c1ccc(CN2CCOCC2)cc1)N1CCN(Cc2ccccc2)CC1	-3	6
COC(=O)CCN1CCC(C(N)=O)CC1	-8	3
CSc1nc(Cc2ccccc2)nc2ccccc12	-7	5
COc1ccccc1CNC(=O)c1c(O)c2cc(OC)c(OC)cc2[nH]c1=O	11	43
COc1ccc(OC)c(CCNC(=O)Cc2ccc(NC(=O)C3=C(C)OCCS3)cc2)c1	-3	0
Cc1nnc(SCC(=O)NC2CCCCC2)n1-c1ccccc1	1	2
CCOc1ccc(-c2nnc(N)o2)cc1	1	2
COc1cc(C(O)c2nc(-c3ccccc3C)cs2)ccc1F (configuration not stated)	-16	9

Another view of some results above:
Values run as follows: TAG inh, TAG inh DAPI viability
COc1ccc2c(c1OC)C(=O)N1c3ccccc3SC21 (configuration not stated)
    -18, 7
O=C(c1ccc(CN2CCOCC2)cc1)N1CCN(Cc2ccccc2)CC1
    -3, 6

(next part)
SMILES	TAG inh	TAG inh DAPI viability
CCOc1ccc(S(=O)(=O)N2CCN(C(=O)c3ccc(-n4cncn4)c([N+](=O)[O-])c3)CC2)cc1	-12	-6
Cc1ccc(C)c2c1c1ccccc1n2C	1	-2
Cc1ccc(NC(=O)COC(=O)COc2ccc(Cl)cc2)c([N+](=O)[O-])c1	5	1
N#Cc1cn(CC(=O)NCCc2c[nH]c3ccccc23)c2ccccc12	-12	8
Clc1ccc(CN2C3=NCCCN3c3ccccc32)cc1Cl	8	20
CCC(CC)NC(=O)CCCSc1nc2ccccc2[nH]1	-27	14
CC(NC(=O)COC(=O)c1ccc2c(c1)S(=O)(=O)N=C1CCCCCN12)C12CC3CC(CC(C3)C1)C2 (configuration not stated)	9	-13
O=C(CSc1nncn1-c1ccccc1)c1c[nH]c2ccccc12	-1	0
Cc1cccc(S(=O)(=O)NC(=O)C2(C)CCN2C(=O)c2cccc(F)c2)c1 (configuration not stated)	1	-7
O=c1c2ccccc2sc2nc(CCl)nn12	10	6
C[C@H](CO)N1C[C@H](C)[C@@H](CN(C)C(=O)NC2CCCCC2)Oc2c(NC(=O)Nc3ccc4c(c3)OCO4)cccc2C1=O	16	-1
CC(C(=O)Nc1nc(-c2ccc(F)cc2)cs1)N1C(=O)C2CC=CCC2C1=O (configuration not stated)	7	-6
O=C(Nc1ccc(C(=O)N2CCCC2)cc1)C1CCCCC1	-6	-6
CCn1ncc(S(=O)(=O)NCc2ccco2)c1C	1	6
COC(=O)CSc1nc2c(c(=O)[nH]c(=O)n2C)n1CCC(C)C	-2	4
CC(CCN1C(Nc2ccccc2)=NC[C@@H]1C)c1ccccc1 (some centres not stated)	-13	10
O=C1CCCCCN1CP(=O)(O)CN1CCCCCC1=O	10	1
Nc1nnc(CCC2CCCCC2)s1	5	-8
CCC(C(=O)NCCN1CCN(C)CC1)n1c(C)c2cnn(-c3ccccc3)c(=O)c2c1C (configuration not stated)	21	-10
CN(C)CCNC(=O)c1cccc2nc3c(ccc4ccccc43)nc12	51*	-11*
Fc1ccc(CN2C3=NCCN3c3ccccc32)cc1	2	4
COc1ccc(-n2c(Cc3cccn3C)nnc2SCC(=O)Nc2cccc(C)c2C)cc1	3	-15
COc1ccc(Cn2cc(CN3CCS(=O)(=O)N(Cc4ccc(-c5cccc(Cl)c5)cc4)C(C)C3=O)nn2)cc1 (configuration not stated)	11	-7

Source: PubChem

Some of the compounds tested; count on the stated rates, not on these rows.
